# Screens: PubChem BioAssay, Milwaukee Institute for Drug Discovery
# NS3h inh CB – hepatitis C NS3 helicase inhibition, primary screen; NS3h Cy5-dT15 DNA binding, fluorescence polarization; inhibition, % at 100 µM; actives 1.6% (n = 16,000); AID 687043;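 active means inhibition above the average over every tested compound plus 3 SD, cut at about 40% in these data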
# Cy5 interf NS3h – enhances or quenches Cy5 fluorescence in NS3h assay; Cy5-dT15 DNA with NS3h, fluorescence interference; actives lie on both sides; signal over control mean, under 1 quenches; fluorescence interference ratio at 100 µM; actives 6% (n = 16,000); AID 720488;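 active means compound fluorescence over control fluorescence at most 0.8, a quencher, or at least a set upper limit, an enhancer; inactive means ratio between 0.8 and the set upper limit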
# * marks the source's active call; other numbers are inactive results.
SMILES,NS3h inh CB,Cy5 interf NS3h
COc1ccc(N2CCSC2C(=O)c2ccccc2)cc1 (stereo not given),9.6,1.03
CC(=C\c1ccccc1)/C=C1/SC(=O)N(c2ccc(Cl)cc2)C1=O,15.9,0.78*
CCOc1ccc(NC(=O)CC2S/C(=N/N=C3/CCCc4ccccc43)NC2=O)cc1 (stereo not given),16.3,1
CN(C)CCn1c2ccccc2c2nc3ccc([N+](=O)[O-])cc3cc21,-13.0,0.745*
CCN(CC)c1ccc(-c2c(C#N)c(N)nc(OC)c2C#N)cc1,35.5,1.02
CCOC(=O)CCC(=O)Nc1cc(-c2ccc(F)cc2)[nH]n1,-9.6,0.928
CC(=O)CC(=O)NC(C)c1ccccc1 (stereo not given),3.2,0.969
CC1C(C(=O)N(C=O)NC(=O)c2ccc(Cl)cc2)C2C=CC1C21CC1 (stereo not given),-11.4,1.04
CC(C)OC(=O)C1C(=O)CC(C)(O)C(C(=O)OC(C)C)C1c1cccnc1 (stereo not given),3.3,1.08
COc1ccc(N2C(=O)C=CC2=O)c([N+](=O)[O-])c1,97.8*,0.622*
O=C(CN(c1cccc(Cl)c1)S(=O)(=O)c1ccccc1)Nc1ccc2ccccc2c1,14.3,0.881
Cc1ccc(NC(=O)/C(C#N)=C/c2cccnc2)cc1Cl,2.5,1.01
COc1ccc(OC)c(NC(=O)c2cccc(Cl)c2Cl)c1,14.5,0.925
COc1ccccc1C/C(N)=N\OC(=O)c1ccccc1OC,2.2,1.09
O=P(Cc1cccc[n+]1[O-])(c1ccccc1)c1ccccc1,-8.6,0.963
O=C(CN1C(=O)/C(=C/c2cccc(Br)c2)SC1=S)Nc1cccc(C(=O)O)c1,39.0,0.759*
COc1ccc(C2=Cc3cc(OC)c(OC)cc3S(=O)(=O)O2)cc1OC,5.6,0.938
CCOC(=O)COc1ccc(/C=C2\C(=O)NC(=O)N(c3ccc(C)cc3)C2=O)cc1OC,4.6,0.995
COc1ccc(/C=C(\C#N)C(=O)Nc2ccc(F)cc2)c(C)c1,7.8,0.99
CC(=O)OCCCn1c(=O)c2cc3c(=O)n(CCCOC(C)=O)c(=O)c3cc2c1=O,17.1,0.989
COc1cc(/C=C2/SC(=S)N(CCC(=O)Nc3ccc(C(=O)O)cc3)C2=O)cc(OC)c1OC,-0.7,0.956
CCOc1ccc(/C=N\N2CCN(Cc3ccc(Cl)cc3)CC2)cc1OC,8.6,1.01
Cc1cccc(N2C(=O)/C(=C/c3ccc(O)c(Cl)c3)C(=O)NC2=S)c1C,27.8,1.05
O=C(CCN1C(=O)c2ccccc2C1=O)Nc1ccccc1C(=O)N1CCCC1,3.1,0.702*
Cc1ccc(CNC(=O)C(=O)NCC(C)C)cc1,2.3,1.04
O=C1C2C(c3ccc([N+](=O)[O-])cc3)OC3(C(=O)c4ccccc4C3=O)C2C(=O)N1c1ccc(Cl)cc1 (stereo not given),-14.1,0.952
Cc1c(NC(NC(=O)COc2ccccc2)C(Cl)(Cl)Cl)c(=O)n(-c2ccccc2)n1C (stereo not given),12.9,0.862
COc1ccc(-n2c(C)cc(/C=C(\C#N)C(=O)Nc3cccc(Cl)c3C)c2C)cc1,-3.9,1.05
CCOC(=O)c1ccc(NC(=O)CN(c2ccccc2CC)S(C)(=O)=O)cc1,12.7,0.98
COc1ccc(Cl)cc1NC(=O)NS(=O)(=O)c1ccc(C)cc1,-3.3,0.982
O=C(Nc1ccc(O)cc1)c1cccc(Oc2ccc([N+](=O)[O-])cc2)c1,4.6,0.924
O=C(O)c1ccccc1SC1CC(=O)N(c2ccc(F)cc2)C1=O (stereo not given),4.2,0.959
Cc1ccc(NC(=O)CN(c2ccc(Oc3ccccc3)cc2)S(C)(=O)=O)cc1,15.7,0.951
COc1cccc(OCCn2cc(C=C3C(=O)NC(=O)NC3=O)c3ccccc32)c1,-22.5,0.911
CN(CCOC(=O)c1cc(Br)ccc1Cl)C(C)(C)C,3.8,0.88
CCOc1cc(C(=O)Nc2cccc3ccccc23)cc(OCC)c1OCC,8.2,0.997
Cc1ccc(C)c(S(=O)(=O)Nc2ccccc2)c1,7.1,0.938
COCCOC(=O)c1c(C)oc2ccc(OCc3ccc([N+](=O)[O-])cc3)cc12,12.5,0.893
CCOC(=O)c1ccccc1NC(=O)Cc1ccccc1[N+](=O)[O-],15.9,1.08
O=C1/C(=C/c2ccc(F)cc2)SC(=S)N1c1ccc(F)cc1,1.8,1.03
O=c1c(-c2cccs2)[n+]([O-])c2ccccc2n1O,-15.6,0.867
CCc1ccc(N2CC(C(=O)Nc3ccc(Cl)cc3Cl)CC2=O)cc1 (stereo not given),-0.6,1.08
CC(=O)Nc1ccc(-c2nc3ccc(-c4ccc5nc(-c6ccc(NC(C)=O)cc6)oc(=O)c5c4)cc3c(=O)o2)cc1,55.6*,1.01
COc1ccc(NC(=O)c2cnn3c2NC(c2cccs2)CC3C(F)(F)F)cc1OC (stereo not given),13.7,0.9
CCOC(=O)/C(=C(/C)NCc1ccccc1)c1c(O)cc(Br)c(O)c1Br,0.4,1.03
Cc1cc(Nc2cccc(O)c2)n2ncnc2n1,8.7,0.692*
Cc1ccc(OCc2nnc(NC(=O)C3CCCCC3)s2)cc1,14.5,1.02
COC(=O)C(C)CNCc1ccccc1 (stereo not given),3.7,1.04
COc1ccc(N(CC(=O)Nc2ccc(C)c(C)c2)S(C)(=O)=O)cc1,10.0,1.2*
O=C(Nc1ccccc1-c1ccccc1)c1ccc([N+](=O)[O-])cc1,13.9,1.01
COc1cccc(C=C2C(=O)NC(=S)NC2=O)c1OC,-10.3,1.07
CC(=O)N1C(=O)NC2CC1NC(=O)N2C(C)=O,0.3,0.99
Cc1cccc(OCC(=O)Nc2ccc3c(c2)OCO3)c1C,12.6,0.948
O=C1C2C(C(=O)N1c1cc(C(F)(F)F)ccc1Cl)C1C=CC2C12CC2 (stereo not given),9.4,0.978
COc1ccc(/C=C/C(=O)Nc2cc(C)ccc2C)cc1,4.2,0.952
O=C1/C(=C/c2ccc(-c3cccc(Cl)c3)o2)SC(=S)N1C1CCS(=O)(=O)C1 (stereo not given),11.6,1.09
CCOC(=O)CC(C(=O)OCC)P(=O)(c1ccccc1)c1ccccc1 (stereo not given),1.4,1.12
O=C1NC(=O)N(c2ccc(Cl)cc2)C(=O)/C1=C/c1ccc(Oc2ccc([N+](=O)[O-])cn2)cc1,26.8,0.976
CN(c1ccc(C(=O)NCCSCc2ccccc2)cc1)S(=O)(=O)c1ccccc1,15.1,1.05
O=C1c2ccccc2C(=O)N1CCCCN(C(=O)c1cc2ccccc2oc1=O)c1ccc(F)cc1F,14.4,0.948

# Continued:
SMILES,NS3h inh CB,Cy5 interf NS3h
CCOc1ccc(NC(=O)CN(c2ccc(OC)cc2)S(C)(=O)=O)cc1,3.7,0.984
COc1ccc(C=Nc2cccc(-c3cnc[nH]3)c2)cc1,7.9,1
CN1C(=O)C(=O)N(CC(=O)NCc2ccco2)C1=O,73.5*,0.755*
COC(=O)C1=C(C)N=c2s/c(=C\c3ccccc3OC)c(=O)n2C1c1ccccc1Cl (stereo not given),2.5,1.07
COc1cc(OC)c(OC)cc1CN1CCN(S(C)(=O)=O)CC1,-15.6,1.01
Cc1ccc(C(O)=C2C(=O)C(=O)N(c3nncs3)C2c2cccc(Br)c2)cc1 (stereo not given),22.5,0.875
O=C(Nc1ccccc1-c1nc2ccccc2s1)c1cccc(Cl)c1,8.2,1.17
Cc1ccc(C(=O)O)cc1N1C(=O)C2C3C=CC(C3)C2C1=O (stereo not given),-2.7,1.06
CC(C)(C)SCCN=C1NS(=O)(=O)c2ccccc21,-5.2,1.05
CN1CCN(C(=O)c2cc3nc(-c4cccs4)cc(C(F)(F)F)n3n2)CC1,7.7,0.935
CC(=O)N1CCN(c2ccc([N+](=O)[O-])c(NC3CC3)c2)CC1,6.1,0.9
COc1ccc(N(CC(=O)N2CCOCC2)S(=O)(=O)c2ccc(C)cc2)c(OC)c1,9.6,0.976
Cc1ccc(-n2c(C)cc(C=C3C(=O)NC(=S)NC3=O)c2C)cc1C,4.9,1.07
COC(=O)CN(C(C)=O)C(c1ccccc1)c1cc(Br)ccc1NC(=O)c1ccccc1Cl (stereo not given),7.1,0.926
O=C(c1ccco1)N1CCc2ccccc21,3.6,0.94
COc1ccc(N2CCSC2c2ccco2)cc1 (stereo not given),9.1,1.1
COc1ccc(C(O)(CNCc2ccccc2)c2ccc(Br)cc2)cc1 (stereo not given),16.1,0.73*
O=C(Nc1ccc(Cl)cc1)Nc1nnc(Cc2cccc(Br)c2)s1,6.2,1.07
COc1cc(N)ccc1-n1c(C)ccc1C,68.0*,0.703*
COc1ccc(C(C)NC(=O)c2ccc(OC)c(OC)c2)cc1 (stereo not given),13.4,0.945
Cc1cccc(NC(=O)C(=O)NCc2ccccc2Cl)c1C,18.9,0.776*
COc1ccc(OC)c(CN2CCN(Cc3ccc(OC)c(OC)c3OC)CC2)c1,-1.0,1.15
Cc1ccc(OCC(=O)Nc2nc(-c3ccccc3)cs2)c(C)c1,10.1,0.996
CCC1=NN2C(=N)/C(=C/c3ccc(-c4ccc(F)c(Cl)c4)o3)C(=O)N=C2S1,10.9,1.12

# Shown as a hit in NS3h inh CB, among the entries above:
SMILES,NS3h inh CB,Cy5 interf NS3h
COc1ccc(N2C(=O)C=CC2=O)c([N+](=O)[O-])c1,97.8*,0.622*
CC(=O)Nc1ccc(-c2nc3ccc(-c4ccc5nc(-c6ccc(NC(C)=O)cc6)oc(=O)c5c4)cc3c(=O)o2)cc1,55.6*,1.01
CN1C(=O)C(=O)N(CC(=O)NCc2ccco2)C1=O,73.5*,0.755*
COc1cc(N)ccc1-n1c(C)ccc1C,68.0*,0.703*

# Additional records.
SMILES,NS3h inh CB,Cy5 interf NS3h
COc1cc(C=NN2CCN(Cc3ccc(C)cc3C)CC2)cc(Br)c1O,9.7,0.993
CCOc1cc(C=C2C(=O)NC(=O)NC2=O)ccc1OCc1ccc(Cl)cc1,-15.4,0.402*
COc1cc(C=C2C(=O)NC(=S)NC2=O)cc(Br)c1O,30.6,1
CC1=NN(c2ccc(Cl)c(Cl)c2)C(=O)/C1=C/c1cccc([N+](=O)[O-])c1,-8.3,0.934
O=C(Nc1ccc(Cl)c(Cl)c1)Nc1nnc(CCc2ccccc2)s1,0.7,1.01
O=C1C(Nc2ccccc2)=CC(c2ccccc2F)N1c1ccccc1 (stereo not given),-6.1,1.05
COc1ccc2nc(C)c3c(c2c1)OC(C(C)(Cl)Br)C3 (stereo not given),0.4,1.06
Nc1cccc(NC(=O)CCC(=O)O)n1,1.3,1.03
O=C(Nc1ccc2oc(-c3ccccc3)nc2c1)c1ccc2c(c1)OCCO2,-18.5,1.03
O=S(=O)(Nc1ccc(Br)cn1)c1ccccc1,14.7,1.07
NS(=O)(=O)c1ccc(-c2ccc(/C=C3/C(=O)NN(c4cccc(Cl)c4)C3=O)o2)cc1,6.8,1.01
O=C(/C=C/c1ccco1)Nc1ccc(Br)cn1,-1.9,0.95
COc1ccc(-c2nc3ccccc3nc2N2CCOCC2)cc1,-1.6,1
CCOC(=O)c1c(NC(=O)c2nn3c(c2Cl)NC(c2cccs2)CC3C(F)(F)F)sc2c1CCC2 (stereo not given),1.8,0.957
CCOc1cccc2c1N(C(=O)c1ccc(OC)cc1)C(C)(C)C(=S)C2=C1SC(C(=O)OC)=C(C(=O)OC)S1,0.9,1.09
COc1ccccc1C(=S)N1CCOCC1,8.3,0.965
c1ccc(-c2nc(-c3ccncc3)no2)cc1,14.5,1.11
Nc1cc(N)c(OCC(F)(F)F)cc1OCC(F)(F)F,15.5,0.983
CCCn1c(N=Cc2ccccc2O)nc2ccccc21,6.8,1.01
C=CCOc1ccc(Cl)cc1C=C1C(=O)NC(=O)NC1=O,27.3,0.95
O=C(c1nn2c(c1Cl)NC(c1cccs1)CC2C(F)(F)F)N1CCN(c2ccc(F)cc2)CC1 (stereo not given),5.2,0.952
COC(=O)c1ccccc1NC(=O)c1cc([N+](=O)[O-])ccc1Cl,-11.8,1.07
S=C(NCc1ccccc1)NCC1COc2ccccc2O1 (stereo not given),14.6,1.04
Cc1cc(C)cc(N2C(=O)NC(=O)/C(=C\c3ccc(Br)cc3)C2=O)c1,-11.8,1.04

# Among those listed so far, 5 have a thiophene ring, fused or not.
SMILES,NS3h inh CB,Cy5 interf NS3h
O=c1c(-c2cccs2)[n+]([O-])c2ccccc2n1O,-15.6,0.867
COc1ccc(NC(=O)c2cnn3c2NC(c2cccs2)CC3C(F)(F)F)cc1OC (stereo not given),13.7,0.9
CN1CCN(C(=O)c2cc3nc(-c4cccs4)cc(C(F)(F)F)n3n2)CC1,7.7,0.935
CCOC(=O)c1c(NC(=O)c2nn3c(c2Cl)NC(c2cccs2)CC3C(F)(F)F)sc2c1CCC2 (stereo not given),1.8,0.957
O=C(c1nn2c(c1Cl)NC(c1cccs1)CC2C(F)(F)F)N1CCN(c2ccc(F)cc2)CC1 (stereo not given),5.2,0.952

# Continuation.
SMILES,NS3h inh CB,Cy5 interf NS3h
O=c1nc(-c2ccccc2)c2cc(SC(F)(F)F)ccc2[nH]1,-2.9,0.957
CCc1ccc(C(=O)CC2(O)C(=O)Nc3ccccc32)cc1 (stereo not given),0.3,1.05
O=C(NC(c1ccccc1)c1ccccc1)c1ccc([N+](=O)[O-])cc1,8.8,0.971
CC(NC(=O)CN(c1ccc(Cl)cc1)S(C)(=O)=O)c1ccccc1 (stereo not given),-9.3,1.07
CCNC(=O)C(=O)Nc1ccccc1OCC,4.0,0.965
COc1ccc2c(C)c(C)c(=O)oc2c1C,8.2,1.15
Cc1cc2nc(SCc3ccc(Cl)cc3)nc(C)c2cc1C,0.4,1
COc1cc(-c2nc(-c3ccccc3)c(-c3ccccc3)[nH]2)cc(OC)c1OC,-4.5,0.916
CCOC(=O)c1c(C)nn(Cc2ccccc2)c1N,2.2,1.06
CC(C)CNC(=O)c1cccc(NC(=O)CN2C(=O)c3ccccc3C2=O)c1,21.3,1.03
CCc1ccc(/C=C2\C(=O)NN(c3ccccc3)C2=O)cc1,22.0,1.03
O=C(CSc1nnc2n(Cc3ccccc3)c(=O)c3c4c(sc3n12)CCCC4)c1ccccc1,-8.2,1.11
COc1ccc(OC)c(CN2CCN(Cc3ccc(C)cc3)CC2)c1,-3.8,0.938
